Screens as filed in PubChem BioAssay.
PKM2 act: increases activity of human pyruvate kinase M2. P14618. purified PKM2, Kinase-Glo ATP luminescence, activation; response scale: 0% is enzyme alone, no compound. Potency, µM (top dose mostly 57.5 µM), for inactives: at the top dose activation, hits mostly activators. hit rate 0.34% among 260,000; further: potency means the concentration at half of the fitted maximal effect; on the % scale 0 is the no-effect control and ±100 the full control effect; nearly all actives have a fitted effect of over 55% in size
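ATP formation by purified human PK-M2, quantified via coupled luciferase luminescence after 1 h at room temperature with 0.1 mM ADP and 0.5 mM PEP final.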
RORgamma inh: blocks mouse ROR gamma transcriptional activity | P51450 | Drosophila S2 Gal4-RORgamma UAS-luciferase reporter, 20 h | Potency, µM (top dose mostly 53.6 µM), for inactives: at the top dose activity change, negative = inhibition, most hits filed as inhibitors | hit rate 5.4% among 310,000 | AID 2551; further: potency means the concentration at half of the fitted maximal effect; on the % scale 0 is the no-effect control and ±100 the full control effect; nearly all actives have a fitted effect of over 60% in size
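Read-out: Photinus luciferase luminescence; inhibitors lower reporter signal. Insect Schneider cells with Gal4-ROR gamma fusion under metallothionein promoter, UAS reporter; 700 uM final copper sulfate induction, 20 hr, ambient temperature.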
KCNH2 3.1 inh: blocks the human KCNH2 3.1 channel isoform; AID 720553; hit rate 0.95% among 340,000; U2OS KCNH2 3.1, thallium flux FluxOr; stronger effect = lower value; activity change, % (tested at about 1.8 µM);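 active means maximum activity change below -70%; inconclusive means maximum activity change from -70% to -50%; inactive means maximum activity change above -50%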;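 further: thallium influx rate constant from kinetic fluorescence after stimulation buffer; on the % scale 0 is the no-effect control and ±100 the full control effect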
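Steps: virus added to U2OS suspension (4 h, RT, dark); medium with 10% FBS added, cells plated, 37 C overnight; FluxOr/Red40 loading buffer 45 min RT; stimulation buffer, 2 min kinetic read; rate constant normalized.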
Menin-MLL TR inh: inhibitors of human menin-MLL interaction, mutant MLL peptide; AID 1768; O00255; hit rate 0.23% among 270,000; Menin + Texas Red MLL mutant peptide, fluorescence polarization; Potency, µM (top dose mostly 61.6 µM), inactives show top-dose FP activity change, negative = inhibition, usual class: inhibitors; active means well fitted inhibition curve with a large enough effect in the polarisation, with a control signal flat, not every such curve was filed as active; inconclusive means small, poorly fitted or top-dose-only effect, or effect the other way, or a change in a side signal; inactive means no such curve, though single readings can be large or run the other way; the % refers to the polarisation; further: potency means the concentration at half of the fitted maximal effect; % of control where 0% means no effect; many of its hits are not listed in these tables
Target sequence (O00255 whole entry, looked up): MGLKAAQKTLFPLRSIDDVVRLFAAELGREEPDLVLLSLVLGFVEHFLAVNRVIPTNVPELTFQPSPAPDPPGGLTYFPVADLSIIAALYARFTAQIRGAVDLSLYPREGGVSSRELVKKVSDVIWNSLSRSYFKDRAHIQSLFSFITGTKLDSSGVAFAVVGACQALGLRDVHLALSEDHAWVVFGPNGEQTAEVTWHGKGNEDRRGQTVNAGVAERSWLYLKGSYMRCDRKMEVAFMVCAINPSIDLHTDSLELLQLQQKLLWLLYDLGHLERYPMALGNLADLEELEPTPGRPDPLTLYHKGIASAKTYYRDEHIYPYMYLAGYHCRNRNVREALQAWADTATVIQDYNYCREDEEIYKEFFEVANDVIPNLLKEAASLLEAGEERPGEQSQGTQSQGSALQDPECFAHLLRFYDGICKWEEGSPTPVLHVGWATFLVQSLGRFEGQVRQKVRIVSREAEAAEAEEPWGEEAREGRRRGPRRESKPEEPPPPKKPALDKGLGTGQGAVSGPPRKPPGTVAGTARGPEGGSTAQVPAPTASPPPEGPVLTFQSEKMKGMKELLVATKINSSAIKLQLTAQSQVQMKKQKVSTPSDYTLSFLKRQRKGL
Gal4-VP16 FLuc: inhibits Gal4-VP16 luciferase reporter, ROR gamma counter-screen. Drosophila S2 Gal4-VP16 UAS-luciferase, luminescence, 20 h. Potency, µM (series often up to 53.6 µM), for the others: at the highest dose activity, negative = inhibition, actives largely listed as inhibitors. hit rate 3.5% among 310,000;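 further: Gal4-VP16 expression switched on by copper sulfate through the metallothionein promoter; potency means the concentration at half of the fitted maximal effect; on the % scale 0 is the no-effect control and ±100 the full control effect; nearly all actives have a fitted effect of over 50% in size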
Rab9 prom act: Rab9 promoter activation; Potency, µM (series often up to 9.22 µM), for the others: at the top dose activation, negative = inhibition, usual class: activators; AID 485297; hit rate 2.8% among 320,000; Huh7 Rab9 promoter-luciferase reporter, luminescence, 24 h; further: potency means the concentration at half of the fitted maximal effect; % of control where 0% means no effect; nearly all actives have a fitted effect of over 60% in size
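Quantitative HTS format; Huh7 Rab9-luciferase reporter cells (1500/well) receive compound 2 h post-plating, incubate 24 h at 37 °C, then get luciferase reagent for 10 min before luminescence reading.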
Mito fusion yeast: mitochondrial division inhibition or fusion activation; Potency, µM (highest dose often 46.1 µM), inactives show top-dose growth rescue (activation), actives largely listed as activators; S. cerevisiae fusion-defective mutant growth rescue, CellTiterGlo 48 h; hit rate 0.23% among 320,000; AID 485298;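 further: potency means the concentration at half of the fitted maximal effect; % of control where 0% means no effect; nearly all actives have a fitted effect of over 45% in size; temperature-sensitive fusion mutants such as fzo1-1 at 37 °C on non-fermentable ethanol glycerol medium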
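Read-out: ATP-based luminescence (CellTiterGlo, 10 min ambient) reporting growth of fusion-defective ts yeast after 48 hours at 37C on glycerol/ethanol YPEG medium in the presence of compound.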
NPC1 promoter act: activates the NPC1 promoter; Huh7 NPC1 promoter luciferase reporter, 24 h; Potency, µM (doses to about 9.22 µM), for inactives: at the top dose activation, usual class: activators; hit rate 2.4% among 320,000;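 further: potency means the concentration at half of the fitted maximal effect; % of control where 0% means no effect; nearly all actives have a fitted effect of over 60% in size; reporter is driven by a mutant NPC1 promoter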
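NPC1 promoter–luciferase Huh7 cells; 24 h compound; luminescence.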
ELG1 DNA repair: blocks ELG1-dependent DNA repair in HEK293T cells; HEK293T ELG1-luciferase reporter, luminescence, 16 h; DNA damage induced by 5-fluorouridine; hit rate 2.3% among 330,000; AID 504467; Potency, µM (titrated, usually from 46.1 µM), for the others: at the top dose activity change, negative = inhibition, most hits filed as inhibitors; further: potency means the concentration at half of the fitted maximal effect; on the % scale 0 is the no-effect control and ±100 the full control effect; nearly all actives have a fitted effect of over 55% in size
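Step one: seed 2,000 cells per well. Step two: pin-transfer compound or DMSO alongside 5-fluorouridine. Step three: incubate 16 hr, 37 °C, 5% CO2. Step four: add ONE-Glo, wait 30 min, read luminescence.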
FLuc modulator: counter-screen for miR-21 project: firefly luciferase inhibitors or activators; P08659; purified FLuc, Km substrates, luminescence inhibition; Potency, µM (highest dose often 57.5 µM), for inactives: top-dose activity change, negative = inhibition, hits mostly inhibitors; hit rate 6.9% among 360,000; AID 588342;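 further: potency means the concentration at half of the fitted maximal effect; plate controls were vehicle for no effect and reference inhibitor for full effect; nearly all actives have a fitted effect of over 55% in size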
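Purified P. pyralis luciferase (10nM final) with 10uM D-luciferin and 10uM ATP (Km levels) in 50mM Tris acetate pH 7.5, 10mM Mg acetate, 0.01% Tween-20, 0.05% BSA; qHTS 6-point titration, ~60 µM downward; luminescence read.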
MBNL1-CUG inh: inhibitors of human MBNL1 binding to CUG repeat RNA | Potency, µM (top dose mostly 57.5 µM), for inactives: at the top dose activity change, negative = inhibition, usual class: inhibitors | hit rate 0.036% among 280,000 | TR-FRET MBNL1-His/biotin-(CUG)12 binding, 665/545 ratio | AID 2675 | Q9NR56; active means well fitted inhibition curve with a large enough effect in the signal ratio, with a control signal flat, not every such curve was filed as active; inconclusive means small, poorly fitted or top-dose-only effect, or effect the other way, or a change in a side signal; inactive means no such curve, though single readings can be large or run the other way; the % refers to the signal ratio; further: potency means the concentration at half of the fitted maximal effect; on the % scale 0 is the no-effect control and ±100 the full control effect
Target sequence (Q9NR56 whole entry, looked up): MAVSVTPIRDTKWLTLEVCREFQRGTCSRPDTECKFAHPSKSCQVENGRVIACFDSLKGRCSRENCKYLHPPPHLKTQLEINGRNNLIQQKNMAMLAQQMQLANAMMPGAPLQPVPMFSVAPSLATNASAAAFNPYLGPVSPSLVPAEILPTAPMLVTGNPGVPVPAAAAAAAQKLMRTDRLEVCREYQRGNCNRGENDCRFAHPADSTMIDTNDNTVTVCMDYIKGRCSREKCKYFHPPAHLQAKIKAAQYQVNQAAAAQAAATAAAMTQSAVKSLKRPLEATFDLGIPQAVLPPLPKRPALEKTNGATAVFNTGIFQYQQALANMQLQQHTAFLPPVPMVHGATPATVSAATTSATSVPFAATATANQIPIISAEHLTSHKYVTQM
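Compound titration spanned 92 nM–58 uM against the MBNL1-His/biotin-(CUG)12 complex. After 60 min at room temperature with 5 nM streptavidin-XL665 and 0.055 ng/ul terbium anti-His, ratiometric 665/545 nm emission (Ex 340 nm) normalized to controls.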
Starred values were filed as active, the others as inactive; ? = inconclusive; . = not tested or not shown; & = joins results of further samples; [ ] = another dose, or the depositor's remark. Unless noted, the call rests on the fitted dose curve; in most records, active means well fitted curve in the direction sought with a large enough effect; inconclusive means small, poorly fitted or top-dose-only effect, or another doubt; inactive means no such curve, though single readings can be large; an effect the other way counts as inactive or inconclusive. Some of the compounds tested. The share of hits here may be higher or lower than overall.

SMILES | PKM2 act | RORgamma inh | KCNH2 3.1 inh | Menin-MLL TR inh | Gal4-VP16 FLuc | Rab9 prom act | Mito fusion yeast | NPC1 promoter act | ELG1 DNA repair | FLuc modulator | MBNL1-CUG inh
Cc1ccc(-n2nc3c(=O)n(CC(=O)NCc4ccccc4Cl)nc(C)c3c2C)cc1 | . | -10% | -1 | . | 0% | -3% | 1% | -4% | -2% | -1% | -4%
C=C(C)c1cccc(C(C)(C)NC(=O)N2CCCC(C)C2)c1 (stereo unspecified) | -2% | 33% | . | -14% | -2% | -3% | -2% | -9% | 3% | 5% | -11%
O=[N+]([O-])c1ccccc1CN1CCN(Cc2c[nH]c3ccccc23)CC1 | 1% | -27% | -47 | -1% | -4% | -5% | 3% | -1% | ? | -1% | .
O=C(NNC(=S)Nc1ccc(F)cc1)C1[C@H]2CCCC[C@@H]12 (stereo partly specified) | -8% | -45% | 4 | . | -4% | ? | -1% | 17% | ? | -18% | -17%
Cc1nn(C)cc1CN(C)C(=O)c1cc(-c2ccccc2)nc2ccc(Br)cc12 | -7% | 0% | -4 | -11% | 4% | 15% | 3% | 2% | ? | 21µM* | .
O=C(COC(=O)COc1ccc(Cl)cc1)NC1CCCC1 | . | . | 23 | . | . | -2% | -1% | -8% | 11% | . | .
O=C(/C=C/C=C/c1ccccc1)CC1(O)C(=O)N(CCc2ccccc2)c2ccccc21 (stereo unspecified) | 1% | ? | . | 7% | -3% | 2% | 25% | -8% | -13% | -2% | 2%
CCC(c1nnnn1Cc1ccco1)N(CCc1ccccc1)Cc1cc2cc(C)ccc2[nH]c1=O (stereo unspecified) | 15% | 12% | . | 10% | 5% | -6% | 9% | -5% | ? | -2% | ?
O=C(N/N=C/c1ccncc1)c1ccccc1[N+](=O)[O-] | -1% | -18% | 14 | -2% | 2% | -3% | -4% | -4% | 9% | -5% | ?
Cc1ccc(S(=O)(=O)N2CCOCC2)cc1C(=O)OCc1nnc(-c2ccccc2)o1 | . | . | -14 | . | . | 4% | 7% | 1% | -2% | -19% | .
O=C(CSc1ccc2nnc(-c3ccccn3)n2n1)NCc1ccco1 | 5% | 13% | 4 | -5% | 9% | -3% | -4% | 0% | 4% | 0% | ?
CCN(Cc1ccccc1)C(=O)COc1ccccc1 | 1% | -3%[1.91 µM] | -1 | 1% | 15% | -2% | 3% | -3% | -1% | 1% | -4%
Cc1cc(C)cc(OC(C)c2ccnc3nc(/N=C/N(C)C)nn23)c1 (stereo unspecified) | 0% | -1% | 11 | -12% | -5% | -5% | 2% | -3% | 3% | 4% | -3%
COc1cccc(CN2CC(C(=O)N(C)CCCC3CCCC3)CCC2=O)c1 (stereo unspecified) | . | 6% | -16 | -21% | 19% | 8% | 10% | 6% | 14% | 1% | 0%
CCCCNc1nc(Nc2ccc(C)c(Cl)c2)c2cnn(C)c2n1 | . | 30% | -4 | ? | ? | -5% | -25% | -3% | 18µM* | 0% | 5%
C#CC(C)(CC)NC(=O)Cn1nnc(-c2ccc(S(C)(=O)=O)cc2)n1 (stereo unspecified) | -1% | 2% | -2 | 6% | -2% | 6% | 2% | 1% | -16% | 0% | 8%
CCOc1cc(N2CCOCC2)c(OCC)cc1NC(=O)COC(=O)[C@@H]1CCCN1S(=O)(=O)c1ccccc1F | -1% | ? | -3 | -23% | -21% | -3% | 9% | -5% | -28% | -8% | -4%
Cc1ccc(NC(=O)CS(=O)CC(=O)N(c2ccccc2F)C(C)C(=O)NC2CCCC2)cc1 (stereo unspecified) | 3% | 9% | -6 | -13% | 12% | -3% | 4% | -3% | 0% | -1% | -7%
O=C(O)c1ccc(N2CCc3ccccc32)c([N+](=O)[O-])c1 | . | 14% | 23 | 1% | 9% | 0% | 17% | -2% | 0% | ? | ?
CCN1C(=O)/C(=C2\C=Cc3ccccc3N2CC)SC1=S | -7% | -39% | -9 | ? | -3% | 5% | -3% | 1% | -16% | ? | ?
Cc1cccc(C)c1OCC(O)CN1CCC(CN2C(=O)c3cccc4cccc(c34)C2=O)CC1 (stereo unspecified) | -2% | 15% | -22 | -9% | 2% | -5% | 0% | 1% | 23µM* | 7% | ?
Cc1nn(C)c(C(=O)Nc2ccn(Cc3ccccc3F)n2)c1[N+](=O)[O-] | -2% | ? | -17 | 16% | 2% | -4% | 0% | -2% | -1% | 8% | 8%
CCOc1ccc(-n2c(SCC(=O)Nc3ccc(OC)cc3)nc3sc4c(c3c2=O)CCN(C)C4)cc1 | 6% | 12% | -13 | -8% | 4% | -6% | -5% | 1% | -4% | 0% | 53%[activator]
CNc1ccccc1-c1nc2ccccc2n(C)c1=O | ? | -2% | 21 | -8% | 0% | 3% | 6% | 12% | 10% | 2% | ?
O=S(=O)(NCC(c1ccco1)N1CCOCC1)c1ccc(Cl)cc1 (stereo unspecified) | 3% | -2% | -1 | 10% | 0% | -2% | 0% | 1% | -6% | -1%&6% | -3%
Cc1cc(C)nc(NC(=O)/C=C/c2ccc(Cl)cc2Cl)c1 | 7% | -31% | 9 | ? | 3% | 3.5µM* | 5% | ? | ? | 7.6µM* | -5%
CCCCOc1ccc(/C=C2/Sc3ccccc3C2=O)cc1 | -3% | 10% | -4 | -5% | 3% | 28% | 3% | 3% | ? | 3.4µM* | -7%
Cc1ccc(-c2ccc(CO)o2)cc1N | 9% | 0% | 10 | 5% | 2% | -9% | 0% | 8% | ? | -18% | -2%
CN(Cc1ccccc1)C(=O)c1[nH]cnc1C(=O)Nc1ccccc1 | . | . | . | . | . | -3% | 26% | 5% | ? | ? | .
Cc1ccc(-n2nc3c(=O)n(CCCC(=O)NCc4ccccc4C)nc(C)c3c2C)cc1 | . | 26% | -3 | . | -5% | -7% | -2% | -8% | -30% | -14%&-19% | 4%
CN1/C(=C\C(=O)CSc2nncn2C)C(C)(C)c2ccccc21 | -6% | 9% | 0 | -5% | -7% | -6% | -4% | -6% | 5% | 6% | 1%
CC1CCN(C(=O)C2CCCN(S(=O)(=O)c3cccc4nsnc34)C2)CC1 (stereo unspecified) | . | 6% | -18 | . | -3% | -1% | 1% | 0% | -8% | -4% | ?
COc1cc2c(C(=O)O)c(C)n(-c3ccccc3)c2c2ccccc12 | 2% | 5% | 10 | . | -7% | -3% | 9% | -4% | ? | 5% | -5%
CSc1ccc(/C=C/C(=O)Nc2ccccc2)cc1 | -25% | ? | -8 | ? | -19%[10 µM] | 0.32µM* | 3% | 0.32µM* | ? | 0.24µM* | -5%
O=C1CN(C(=S)Nc2ccccc2Cl)CCN1 | 0% | -15% | 2 | 12% | 10% | -3% | -9% | -2% | -4% | -2% | -12%
O=C(C1CCCN1S(=O)(=O)c1cccc2nsnc12)N1CCCCC1 (stereo unspecified) | -2% | 1% | -7 | . | 6% | -5% | 0% | 2% | -4% | -3% | ?
COc1cc(NC(=O)CCc2c(C)[nH]c(=O)c(C#N)c2C)cc(OC)c1 | 4% | 4% | -20 | 11% | 1% | -2% | 3% | -2% | 7% | 0% | 0%
CC(NC(=O)c1ccccc1)C(=O)N/N=C/c1ccccc1 (stereo unspecified) | 3% | -12% | -1 | 9% | -5% | -10% | -4% | -2% | 0% | -2% | ?
COc1ccccc1N1CCN(C(=O)C(F)F)CC1 | 2% | -1% | -18 | 0% | -2% | -3% | 2% | 0% | 2% | 0% | 6%
Clc1cccc(-c2ccc3ncnc(NCc4cccs4)c3c2)c1 | . | . | . | . | . | 3% | ? | 2% | ? | 3% | .
COc1ccc(C)cc1NC(=O)C1CCCN(S(=O)(=O)c2cccc3cccnc23)C1 (stereo unspecified) | -10% | 3% | -1 | -10% | 1% | 0% | 2% | -7% | ? | 6% | -11%
CCCC(=O)NC(=S)Nc1ccc(S(=O)(=O)Nc2ccc(OCC)cc2)cc1 | -1% | ? | -5 | 12% | ? | -5% | 16µM* | -1% | ? | -1% | -6%
